PKA-R1A activ = activators of PKA-R1A holoenzyme, primary screen, biochemical, fluorescence polarization, Cy5-IP20, bovine R1A, mouse PKAc | PKA-R1A dissociation; scaled: DMSO 0%, 113 µM cGMP 100% | actives 0.083% (n = 340,000) | activation, % at 11.4 µM | cAMP-dependent protein kinase type I-alpha regulatory subunit (Bos taurus) + … | AID 504707, 2011;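 active means percent activation above the mean of all tested compounds plus 3 SD, cut at about 19% in these data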;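 further: higher means more PKAc released from R1A so a rise in polarization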
Arrestin-AP2 inh = inhibitors of beta-arrestin/AP2 binding, primary screen, biochemical, GPCR trafficking, flow cytometry; beta-arrestin 1 C-terminal peptide binding to AP2 beta2-adaptin appendage (human); FITC-arrestin peptide / GST-AP2 beads; AP2 beta2 appendage carries R879A mutation; inhibition, % at 10 µM; actives 0.31% (n = 340,000); AID 504490, 2011;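 active means inhibition above a set limit, near 3 SD of compounds lacking own fluorescence, cut at about 54% in these data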;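 further: plate controls were DMSO wells for no effect and 5 µM unlabelled arrestin peptide for full effect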
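test system = AP2 appendage R879A on GSH beads | buffer or medium = PBS plus Tween 20 (0.05%) and BSA (0.1%) | incubation = 12 min plus 1 h, RT | detection = bead flow cytometry, FITC channel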
DSG3 Ab inh = inhibitors of pemphigus antibody binding to DSG3, primary screen, biochemical, bead-based, flow cytometry, scFv-GFP. Desmoglein-3 (Homo sapiens), P32926. actives 0.48% (n = 310,000). binding (percent of control), % at 10 µM. DSG3-coupled beads, scFv-anti-DSG3-GFP binding; stronger effect = lower value;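 active means binding more than 3 SD below its plate's average and above zero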;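 further: hits lower antibody fragment binding to DSG3; some compounds called inactive have numbers as strong as hits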
SR-BI DiI-HDL act = activators of SR-BI mediated DiI-HDL uptake, primary screen, ldlA[mSR-BI] CHO cells, DiI fluorescence. 3 h; 100 = double the neutral-control signal. AID 504775, 2011. actives 0.096% (n = 320,000). activation, % at 12.5 µM;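 active means mean replicate activation of at least 60% and every replicate at or above 60%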;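 further: 0% = median plate neutral-control signal and 100% = twice that signal; values of inactives mirror those of a sister screen read the other way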
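material = CHO ldlA[mSR-BI] cells | medium = Ham's F12 with 0.5% BSA, HEPES 25 mM, pH 7.4 | reagent = fluorescent DiI-HDL, 10 µg/mL final | compound dosing = single-point compound dose | incubation = 3 h, 37 °C | measured by = bottom-read fluorescence, 550/595 nm | measure = HDL uptake via cellular fluorescence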
MITF act = activators of MITF-driven TRPM1 promoter reporter, primary screen, cell-based, SK-MEL-5, luciferase, single point; SK-MEL-5 TRPM1-promoter luciferase, 24 h; % of positive control, neutral wells = 0; actives 0.75% (n = 300,000); activation, % at 12.5 µM; AID 588334, 2011;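 active means mean activation of at least 80% with every replicate also reaching 80%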;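 further: 0% = neutral control wells and 100% = parthenolide positive control wells; values of inactives mirror those of a sister screen read the other way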
dFosB activator = activators of delta FosB homodimer, primary screen, biochemical, fluorescence polarization, TAMRA-CDK5 oligo, single point | Protein FosB (Mus musculus), P13346 | purified delta FosB; percent of positive-control signal above neutral wells | activation, % at 25 µM | actives 0.99% (n = 340,000);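 active means mean activation above about 17%, with every replicate also reaching it, limit read from the data, passing the limit was not always enough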;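 further: fluorescence polarization rise as delta FosB binds a TAMRA Cdk5 AP-1 oligo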
PKA-R2B activ = activators of PKA-R2B holoenzyme, primary screen, biochemical, fluorescence polarization, Cy5-IP20, human | cAMP-dependent protein kinase catalytic subunit beta (Homo sapiens) + cAMP-dependent … | PKA-R2B holoenzyme dissociation; R2B truncated from residue 108, S112A mutant; 0% DMSO only, 100% 113 µM cGMP | actives 0.079% (n = 340,000) | AID 504700, 2011 | activation, % at 11.4 µM;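 active means activation above a cutoff set at the mean over all compounds plus 3 SD, cut at about 18% in these data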;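 further: higher means more holoenzyme dissociation and a rise in polarization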
CDK5 inh = inhibitors of human CDK5/p35 kinase, primary screen, biochemical, single concentration; Recombinant CDK5/p35, ADP-Glo luminescence, 60 min; inhibition, % at 10 µM; actives 0.01% (n = 330,000);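 active means highest replicate inhibition of at least 50% and at least 75% of replicates reaching 50%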;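 further: plate controls were DMSO neutral control for no effect and GW8510 at 10 µM for full effect; many of its hits are not listed in these tables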
SR-BI HDL uptake = inhibitors of SR-BI mediated HDL lipid uptake, primary screen, ldlA[mSR-BI] cells, fluorescence, single point | AID 488896, 2010 | ldlA[mSR-BI] CHO cells, DiI-HDL uptake fluorescence, 3 h | actives 0.96% (n = 320,000) | Scavenger receptor class B member 1 (Mus musculus), Q61009 | inhibition, % at 12.5 µM;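 active means mean replicate inhibition of at least 70% and a set share of replicates each scoring 70 or more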;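 further: 0% = median of neutral control wells and 100% = median of positive control wells; values of inactives mirror those of a sister screen read the other way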
Mot1-301 SUMO = yeast Mot1-301 growth rescue at high temperature, primary screen, SUMOylation pathway inhibitor project, S. cerevisiae, ATP luminescence, 38.5C. actives 1% (n = 320,000). AID 2716, 2010. S. cerevisiae Mot1-301 growth rescue; percent above DMSO median, 100 means doubled. growth rescue, % at 18.8 µM;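 active means every valid replicate shows activation above 250% relative to neutral control wells; inactive means the rest, any valid replicate at or below 250%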;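 further: OY570 slx delta 5 strain wells were the positive control but not used for scaling; some compounds called inactive have numbers as strong as hits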
NSD2 inh = NSD2 histone methyltransferase inhibitors, primary screen, biochemical, AlphaScreen, single concentration, set 2; AID 743445, 2014; Histone-lysine N-methyltransferase NSD2 (Homo sapiens), O96028; NSD2 peptide methylation, 120 min; actives 0.54% (n = 310,000); inhibition, % at 12.5 µM; in the data active means inhibition above about 50%
Target sequence (O96028 whole entry, looked up): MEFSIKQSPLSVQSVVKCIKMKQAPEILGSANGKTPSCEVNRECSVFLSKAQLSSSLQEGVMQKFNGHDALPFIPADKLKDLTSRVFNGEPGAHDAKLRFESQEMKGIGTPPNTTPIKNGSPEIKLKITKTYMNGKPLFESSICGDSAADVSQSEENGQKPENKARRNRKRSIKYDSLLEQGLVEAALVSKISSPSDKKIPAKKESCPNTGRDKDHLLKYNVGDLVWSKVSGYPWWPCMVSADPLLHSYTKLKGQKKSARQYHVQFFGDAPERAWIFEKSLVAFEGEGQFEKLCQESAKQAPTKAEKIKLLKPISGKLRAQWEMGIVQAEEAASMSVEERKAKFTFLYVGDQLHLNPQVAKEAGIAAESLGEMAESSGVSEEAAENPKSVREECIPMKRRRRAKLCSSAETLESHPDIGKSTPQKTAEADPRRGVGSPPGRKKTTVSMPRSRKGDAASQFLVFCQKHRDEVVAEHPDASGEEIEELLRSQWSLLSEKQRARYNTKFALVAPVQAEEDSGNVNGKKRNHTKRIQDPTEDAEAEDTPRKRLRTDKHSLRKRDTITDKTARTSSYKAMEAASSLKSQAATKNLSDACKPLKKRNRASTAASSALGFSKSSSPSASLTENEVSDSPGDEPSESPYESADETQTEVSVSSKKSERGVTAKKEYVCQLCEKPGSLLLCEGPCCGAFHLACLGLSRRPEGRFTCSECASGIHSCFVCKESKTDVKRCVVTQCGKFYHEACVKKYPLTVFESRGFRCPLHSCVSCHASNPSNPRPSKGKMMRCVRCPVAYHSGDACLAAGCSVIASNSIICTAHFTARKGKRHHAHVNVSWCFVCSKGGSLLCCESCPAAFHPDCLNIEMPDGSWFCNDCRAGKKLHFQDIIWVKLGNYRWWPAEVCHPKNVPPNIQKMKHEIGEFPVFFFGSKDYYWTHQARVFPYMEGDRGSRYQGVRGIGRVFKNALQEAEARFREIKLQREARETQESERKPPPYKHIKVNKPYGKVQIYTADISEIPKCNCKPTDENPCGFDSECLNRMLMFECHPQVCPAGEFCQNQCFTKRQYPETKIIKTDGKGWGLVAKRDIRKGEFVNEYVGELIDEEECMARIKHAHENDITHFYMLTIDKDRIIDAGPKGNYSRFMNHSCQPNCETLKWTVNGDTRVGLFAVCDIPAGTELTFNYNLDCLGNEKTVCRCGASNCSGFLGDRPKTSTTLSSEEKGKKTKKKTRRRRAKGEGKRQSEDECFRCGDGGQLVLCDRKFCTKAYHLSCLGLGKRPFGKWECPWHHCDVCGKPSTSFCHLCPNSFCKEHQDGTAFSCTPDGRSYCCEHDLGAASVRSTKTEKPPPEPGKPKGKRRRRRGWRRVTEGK
The depositor's hits bear a star; x = no result given.

SMILES | PKA-R1A activ | Arrestin-AP2 inh | DSG3 Ab inh | SR-BI DiI-HDL act | MITF act | dFosB activator | PKA-R2B activ | CDK5 inh | SR-BI HDL uptake | Mot1-301 SUMO | NSD2 inh
COc1ccc(CCNC(=O)C2c3ccccc3C(=O)N2CCC(C)C)cc1OC (configuration not stated) | 0.1 | 7.0 | 99.1 | 7.0 | x | 0.6 | -4.1 | -1.9 | -7.0 | -13.3 | 3.5
COCCCN1C(=O)C(=O)/C(=C(/O)c2ccc(S(=O)(=O)N3CCOCC3)cc2)C1c1ccc(C)cc1 (configuration not stated) | 1.6 | 14.3 | 97.2 | 18.6 | -1.8 | -0.3 | -0.8 | 1.9 | -18.6 | 41.3 | 2.3
O=C1CCCc2c1cc(C(=O)Nc1ccc(Cl)cn1)c(=O)n2-c1ccccc1 | -7.8 | -2.5 | 99.9 | -18.1 | x | -48.0 | -10.7 | 1.1 | 18.1 | 14.5 | 7.9
O=S(=O)(c1ccc(NC(=S)N/N=C/c2c3ccccc3cc3ccccc23)cc1)N1CCOCC1 | -15.6 | 17.0 | 104.4 | -25.3 | -35.7 | 2.4 | 1.6 | 0.0 | 25.3 | -21.8 | 2.7
O=C1/C(=C\c2ccc([N+](=O)[O-])cc2)CS(=O)(=O)C/C1=C/c1ccc([N+](=O)[O-])cc1 | 2.5 | 6.0 | 73.3 | -17.7 | x | -7.3 | -3.2 | -0.6 | 17.7 | x | x
O=[N+]([O-])CC(c1ccccc1)P(=O)(c1ccccc1)c1ccccc1 (configuration not stated) | 2.0 | -0.4 | 102.8 | 5.3 | -2.5 | 8.7 | -3.9 | 0.2 | -5.3 | 2.7 | -0.1
OCc1cc(CO)c(O)c(CCc2ccccc2)n1 | 2.0 | -0.9 | 102.2 | 17.7 | 5.8 | 7.8 | 1.1 | 0.8 | -17.7 | -13.7 | -0.3
c1ccc(-c2nnc(N3CCOCC3)nc2-c2ccccc2)cc1 | -9.7 | 6.4 | 98.5 | -2.3 | 1.5 | -4.2 | 3.6 | -0.5 | 2.3 | -3.6 | 5.0
Cc1ccc(S(=O)(=O)N2CCOCC2)cc1C(=O)N(C)CCOc1ccc(Cl)cc1 | -10.9 | -6.8 | 89.0 | -12.7 | -12.6 | -11.7 | -6.7 | 0.3 | 12.7 | -9.5 | 0.7
CCOc1cc(NC(=S)NCCCN2CCOCC2)c(OCC)cc1NC(=O)c1cccc(F)c1 | -8.0 | -4.8 | 105.6 | 8.3 | 1.1 | -9.0 | -4.0 | -0.1 | -8.3 | -17.5 | -1.6

In the list so far, these contain a Cl atom.
SMILES | PKA-R1A activ | Arrestin-AP2 inh | DSG3 Ab inh | SR-BI DiI-HDL act | MITF act | dFosB activator | PKA-R2B activ | CDK5 inh | SR-BI HDL uptake | Mot1-301 SUMO | NSD2 inh
O=C1CCCc2c1cc(C(=O)Nc1ccc(Cl)cn1)c(=O)n2-c1ccccc1 | -7.8 | -2.5 | 99.9 | -18.1 | x | -48.0 | -10.7 | 1.1 | 18.1 | 14.5 | 7.9
Cc1ccc(S(=O)(=O)N2CCOCC2)cc1C(=O)N(C)CCOc1ccc(Cl)cc1 | -10.9 | -6.8 | 89.0 | -12.7 | -12.6 | -11.7 | -6.7 | 0.3 | 12.7 | -9.5 | 0.7

Continued.
SMILES | PKA-R1A activ | Arrestin-AP2 inh | DSG3 Ab inh | SR-BI DiI-HDL act | MITF act | dFosB activator | PKA-R2B activ | CDK5 inh | SR-BI HDL uptake | Mot1-301 SUMO | NSD2 inh
CCOC(=O)c1cccc(NC(=O)CCn2nc(C)c(S(=O)(=O)N3CCCCC3)c2C)c1 | -1.6 | -6.3 | 101.7 | x | -10.0 | -14.4 | 7.6 | 0.7 | 19.2 | -2.2 | -1.7
O=C(c1cccc(S(=O)(=O)NCc2ccc3c(c2)OCO3)c1)N1CCCC1 | -9.5 | 1.8 | x | 4.2 | 2.6 | 0.4 | -2.8 | -0.9 | -4.2 | -14.7 | -1.7
CCCCn1c(=O)[nH]c2nc3cc(N)ccc3nc2c1=O | 0.8 | 16.7 | 90.2 | 28.0 | 36.5 | -3.0 | 4.1 | 0.6 | -28.0 | 65.2 | 110.4*
O=C(COC(=O)c1ccc(Cl)c([N+](=O)[O-])c1)NC1CCCC1 | -3.8 | -2.1 | 88.1 | 16.4 | -4.2 | -2.2 | -1.8 | 0.6 | -16.4 | 26.3 | 0.7
COCCn1c(C)cc(C(=O)COC(=O)CCN2C(=O)c3ccccc3C2=O)c1C | -1.6 | 23.2 | x | x | 6.7 | 3.1 | -1.4 | -1.1 | -9.4 | -4.0 | -0.1
C/C(=N/NC(=O)c1ccccn1)c1c[nH]c2ccccc12 | 8.6 | 0.3 | 105.3 | -13.1 | 51.6 | -8.7 | -0.1 | -1.4 | 13.1 | -3.2 | -1.2
c1cn2c(NC3CCCCC3)c(-c3ccc(SC4CCCCC4)cc3)nc2cn1 | 1.1 | 13.9 | 125.2 | 13.8 | 25.2 | -16.4 | -12.2 | -0.5 | -13.8 | 23.1 | x
COc1ccccc1C(c1nnnn1CS(=O)(=O)c1ccc(C)cc1)N1CCSCC1 (configuration not stated) | -3.9 | -10.0 | 100.3 | -0.6 | -6.0 | -9.7 | 8.8 | 1.3 | 0.6 | 142.3 | 2.5
COc1ccc(S(=O)(=O)Cc2ccc(C(=O)N3CCN(C(=O)c4ccco4)CC3)o2)cc1 | -5.4 | 13.0 | 106.6 | 13.2 | -4.5 | -5.8 | -12.9 | 0.4 | -13.2 | 7.9 | x
Cc1cc(C)n2nc(C(=O)OC(C)C(=O)c3ccccc3)nc2n1 (configuration not stated) | 10.9 | 51.6 | 99.5 | -6.8 | 11.1 | -2.9 | 13.2 | 0.5 | 6.8 | x | -1.6
O=C(NCc1ccco1)C1CCCN(S(=O)(=O)c2cc(Cl)ccc2Cl)C1 (configuration not stated) | 2.6 | -11.3 | 111.1 | x | 6.9 | -1.0 | 14.2 | -0.6 | 1.0 | 4.9 | -0.6
O=C(Cn1ncc2c3ccccc3n(Cc3ccccc3)c2c1=O)N1CCN(c2ncccn2)CC1 | -1.6 | 20.2 | x | -24.2 | x | -4.8 | -3.8 | 2.4 | 24.2 | 19.7 | x
c1ccc2c(c1)CC(N1CCCCC1)c1ccccc1N2 (configuration not stated) | -5.7 | 0.7 | 105.9 | 6.4 | 3.1 | 2.4 | 7.4 | 0.0 | -6.4 | -4.2 | 8.1
CC(C)N(Cc1cnn(C)c1)Cc1nc(Cc2ccccc2Cl)no1 | 5.7 | 40.5 | 98.1 | x | -13.4 | -0.6 | 7.1 | -3.3 | x | 95.2 | x
CC(C)Cc1nc(N2CCN(C(=O)C(C)C)CC2)c(C#N)c2c1CCC2 | -10.7 | 4.2 | 98.5 | -52.5 | -5.4 | -12.1 | -5.1 | 0.1 | 52.5 | 5.2 | 2.5
COc1cccc(NC(=O)C(Sc2nc3ccccc3c(=O)n2CC(C)C)c2ccccc2)c1 (configuration not stated) | -1.4 | 10.6 | 78.2 | 2.1 | 12.8 | 5.5 | 2.6 | 0.3 | -2.1 | -12.0 | -1.7
CCCNC(=S)N1CCN(Cc2ccc3c(c2)OCO3)CC1 | 0.5 | 0.3 | 103.1 | 0.2 | -4.1 | -5.4 | 5.9 | -1.1 | -0.2 | 18.6 | -1.2
CCOc1cc(C(=O)OC(C)C(=O)Nc2ccc(NC(C)=O)cc2)ccc1OCC(=O)N1CCCCC1 (configuration not stated) | -5.5 | 1.6 | x | 6.4 | -5.5 | -15.4 | -4.3 | 1.2 | -6.4 | 25.0 | -0.1
Cc1cc(C)n(C(=O)c2ccc(S(=O)(=O)NCC3CCCO3)cc2)n1 (configuration not stated) | -2.0 | 5.4 | 103.0 | 9.0 | 4.7 | -6.8 | 3.2 | -0.3 | -9.0 | -17.5 | 10.1
O=C(CCCOc1ccc(Cl)cc1Cl)NN1CCOCC1 | 3.8 | 5.7 | 98.8 | 9.4 | -8.8 | 1.0 | -6.1 | 0.4 | -9.4 | -4.1 | -2.3
COc1ccc(C(=O)CC(Nc2ccc([N+](=O)[O-])cc2)c2ccc(OC)cc2)cc1 (configuration not stated) | -1.3 | 11.4 | 96.2 | -13.3 | 6.5 | -6.2 | -1.6 | -0.2 | 13.3 | -11.0 | -3.3
CCCN1CCC(=O)N([C@H](CSc2ccccc2)c2ccccc2)CC1 | 5.0 | 13.9 | 103.2 | 7.2 | 65.4 | -2.1 | -4.3 | 0.0 | -7.2 | 241.3 | x
O=C(OCn1ncc(Br)c(Br)c1=O)c1ccc(F)cc1 | 5.4 | -2.4 | 104.4 | x | -85.2 | -10.4 | -12.8 | -1.9 | x | 317.4 | x
O=C(Nc1ccon1)c1ccc(Cl)c(S(=O)(=O)N2CCCCC2)c1 | -1.8 | -2.4 | 107.8 | -5.2 | -7.9 | -9.3 | 2.6 | 0.1 | 5.2 | -17.4 | -1.3
Cc1ccc(S(=O)(=O)NNC(=O)c2cc3cc4ccccc4nc3s2)cc1 | -6.9 | 4.4 | x | 9.8 | -12.8 | 3.1 | -6.5 | -2.4 | -9.8 | 553.2* | 26.8
O=c1oc2ccccc2c(N2CCOCC2)c1[N+](=O)[O-] | -1.1 | 7.6 | 96.9 | 31.8 | -4.3 | -1.8 | -5.7 | 1.0 | -31.8 | -12.6 | 16.5
Cc1ccc(-c2nc3sc4c(N)ncnc4c3c3c2CCCC3)cc1 | -4.8 | 10.5 | 106.7 | -48.4 | x | -18.8 | -11.0 | 0.9 | 48.4 | 10.6 | -0.4
